From PubChem BioAssay
TWEAK Fn14 block – TWEAK-Fn14 signaling inhibition; inhibition, % at 10 µM; 2% of 360,000 active; TWEAK-stimulated Fn14 reporter cells, luciferase luminescence, 8 h; in the data active means inhibition above about 50%
NCOA3 inh – inhibitors of human steroid receptor coactivator 3 (SRC3) | Q9Y6Q9 | HEK293 GAL4-SRC3 luciferase reporter, luminescence | inhibition, % at 3.6 µM | 0.17% of 360,000 active | AID 588352;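 active means inhibition above a per-campaign cutoff, the mean of all compounds plus 3 SD, cut at about 60% in these data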;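 further: 0% = DMSO-treated cells and 100% = gossypol-treated cells at 36 µM; higher means less SRC3-driven luciferase light from the GAL4 reporter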
NOD2 RIPK2 PPI – NOD2-RIPK2 protein interaction inhibition. O43353. CHO BLA complementation NOD2-RIPK2, CCF4 ratio. inhibition, % at 4.98 µM. 0.38% of 360,000 active. AID 624267; in the data active means inhibition above about 21%;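 further: 0% = vehicle only and 100% = reference blocker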
LMP1 NFkB inh – reduces LMP1-driven NF-kappaB luciferase signal; LMP1-induced NF-kappaB luciferase reporter cells, luminescence; inhibition, % at 12.5 µM; 0.69% of 350,000 active; AID 504558; in the data active means inhibition above about 41%;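 further: 0% = neutral control wells and 100% = reference inhibitor control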
NR5A2 inv ag – inverse agonists of human LRH-1 (NR5A2). HEK293T StAR-luciferase reporter, LRH-1 transfected, 24 h. O00482. 0.13% of 360,000 active. inhibition, % at 3.6 µM;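 active means inhibition above the mean inhibition of all tested compounds plus 3 SD, cut at about 73% in these data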;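 further: 0% = DMSO wells and 100% = reporter-only cells lacking LRH-1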
NR2F2 inh – blocks human COUP-TFII nuclear receptor; HEK293T NGFI-A luciferase reporter, luminescence; inhibition, % at 8.6 µM; 0.7% of 370,000 active;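 active means inhibition above a per-plate cutoff, mean inhibition of test wells between control levels plus 3 SD, cut at about 38% in these data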;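 further: cells cotransfected with COUP-TFII expression vector driving the NGFI-A reporter; 0% = median of COUP-TF2 test wells and 100% = reporter-only cells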
NCOA2 inhibitor – human SRC2 (NCOA2) inhibition; Q15596; HEK293 GAL4-SRC2 luciferase reporter, luminescence; inhibition, % at 9 µM; 0.17% of 370,000 active; AID 651957;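 active means inhibition above the mean inhibition of all tested compounds plus 3 SD, set per campaign, cut at about 52% in these data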;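 further: 0% = DMSO treated cells and 100% = cells given Gossypol at 36 µM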
TROY NFkB inh – inhibitors of TROY-dependent NF-kB signaling; Q293 LMP1-TROYcd NF-kB luciferase reporter, 4 h; inhibition, % at 10 µM; 0.98% of 360,000 active; AID 1347056;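 active means compounds whose plate-normalised and pattern-corrected inhibition of the luciferase reporter signal at the single screening dose is 50% or more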
C8 TRAIL sens – sensitizes caspase-8 expressing cells to TRAIL | NB7+C8 cells + TRAIL, ATPlite viability luminescence | inhibition (viability loss, TRAIL sensitization), % at 10 µM | 1% of 360,000 active;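 active means compounds causing at least 50% loss of cell viability in the single-dose screen, relative to plate controls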
NCOA1 inh – human NCOA1 inhibition | 0.12% of 360,000 active | Q15788 | inhibition, % at 3.6 µM | HEK293 GAL4-SRC1 luciferase reporter, luminescence;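 active means inhibition above the campaign mean plus 3 SD, with each screening campaign given its own cutoff, cut at about 60% in these data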;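 further: 0% = DMSO treated cells and 100% = gossypol at 36 µM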
TLR9-MyD88 inh – blocks human TLR9 binding to MyD88; Q9NR96+Q99836; CHO BLA complementation TLR9-MyD88, CCF4 FRET ratio; inhibition, % at 4.98 µM; 0.21% of 340,000 active; AID 504734;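 active means inhibition above the mean over all tested compounds plus 3 SD, cut at about 21% in these data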;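 further: 0% = DMSO only wells and 100% = clavulanate BLA inhibitor control wells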
An asterisk follows results filed as active; / = not tested or not shown. Some of the compounds tested; rates above refer to the full screens.

structure | TWEAK Fn14 block | NCOA3 inh | NOD2 RIPK2 PPI | LMP1 NFkB inh | NR5A2 inv ag | NR2F2 inh | NCOA2 inhibitor | TROY NFkB inh | C8 TRAIL sens | NCOA1 inh | TLR9-MyD88 inh
Cc1ccc2cc(C3CC(c4ccco4)=NN3S(C)(=O)=O)c(Cl)nc2c1 (centres undefined) | -20 | 10 | 6 | 5 | -7 | 0 | 25 | 1 | 21 | 23 | -1
COc1ccc(-c2ccc(S(=O)(=O)NCC3CCCO3)cc2)cc1 (centres undefined) | -2 | 1 | 2 | -2 | 5 | / | / | -14 | 4 | -8 | 1
CC(=O)c1cccc(CN2CCCC(C(=O)Nc3cccc(-n4cccn4)c3)C2)c1 (centres undefined) | 13 | -11 | 5 | -1 | -6 | 7 | -7 | 23 | 5 | 6 | 3
O=C(NNC1=NCCCCC1)c1ccccc1 | -4 | 0 | -2 | 0 | -30 | -1 | 11 | -21 | -9 | -5 | -10
COCCn1c(SCC(=O)NCc2ccco2)nnc1-c1c[nH]c2ccccc12 | -2 | 12 | 5 | 73* | -3 | 5 | -29 | -2 | -12 | -7 | -33
COc1cc(Cl)ccc1OC1(C)CCN(Cc2ccc(-c3ccccn3)cc2)C1 (centres undefined) | -21 | 4 | 5 | / | 6 | -9 | -12 | 6 | 12 | -1 | /
Cc1ccc(/C(O)=C2\C(=O)C(=O)N(CC(C)O)C2c2cccc(F)c2)cc1 (centres undefined) | -3 | -3 | 0 | 0 | 5 | 7 | -13 | 3 | -2 | 2 | -3
Cc1cc(C)cc(NC(=S)NCCN2CCOCC2)c1 | -6 | 4 | 6 | 11 | -3 | 11 | -20 | -8 | 8 | -20 | 0
Cc1cc2c(c(=O)o1)C(CC(C)C)C(C#N)=C(N)O2 (centres undefined) | -10 | 7 | -29 | -13 | 11 | 17 | -2 | -16 | -10 | -1 | 2
O=C(NC1CC1)C(=O)c1c[nH]c2ccccc12 | 5 | -23 | 0 | -6 | -1 | -12 | 11 | -20 | 9 | 3 | 0
CCc1c(C)nc(N2CCN(c3ccc(F)cc3)CC2)[nH]c1=O | -7 | -14 | -6 | 5 | -13 | -2 | -16 | 11 | 3 | 14 | 1
CCN(C[C@H]1N[C@@](C)(C(=O)OC)[C@H]2C(=O)N(Cc3ccccc3)C(=O)[C@@H]12)S(=O)(=O)c1ccc(F)cc1 | -1 | -4 | 1 | -2 | -16 | 5 | 4 | -9 | -6 | -5 | 3
O=C(NCCCN1CCOCC1)c1ccc(N2CCOCC2)c([N+](=O)[O-])c1 | 9 | 15 | -3 | -3 | 10 | -10 | 0 | 4 | -3 | -1 | 1
CCn1c(SCC(=O)N2CCCc3ccccc32)nc2c(c1=O)SC(C)C2 (centres undefined) | -14 | -19 | 4 | 9 | -8 | 11 | 15 | 0 | -3 | -5 | -2
Cc1cc(NCc2ccccc2)c2ccccc2n1 | 1 | 19 | 6 | 8 | -1 | 29 | 13 | 9 | 21 | 18 | -28
O=C(Nc1ccc(Oc2ccccc2)nc1)[C@H]1O[C@@H](n2ccc(=O)[nH]c2=O)[C@H](O)[C@@H]1O | 9 | -39 | -9 | / | 0 | -7 | -13 | 0 | 16 | 1 | /
COc1ccc(N2C(=O)c3ccccc3NC(=O)C2C(=O)Nc2ccc(N3CCOCC3)cc2)cc1 (centres undefined) | / | / | -10 | / | -15 | -2 | 0 | / | -3 | / | /
Cc1cccc(N2CCN(C(=O)c3ccccc3NC(=O)C3=CSCCO3)CC2C)c1 (centres undefined) | -5 | 12 | -9 | -3 | -20 | 30 | -9 | -29 | 6 | 9 | 0
Cc1ccc(/C=C/C(=O)OCC(=O)NC(C)C)o1 | 1 | 18 | -4 | -13 | 4 | -17 | 3 | 29 | -8 | -9 | 0
CN(CC(=O)Nc1ccc2c(c1)OCO2)S(=O)(=O)c1ccc(F)cc1 | -18 | -4 | -3 | -3 | -15 | -8 | -35 | -5 | -4 | -4 | -7
O=S(=O)(c1cccc2cccnc12)N1CCCCC1 | 6 | 9 | 0 | -12 | 15 | -4 | 5 | -4 | -6 | 3 | -6
Cc1cc(C)n(-c2nc(NC(C)(C)C)nc(NC(C)(C)C)n2)n1 | -7 | 7 | -4 | -2 | 17 | 8 | -2 | 4 | -1 | -19 | 3
O=C(CCc1ccccc1)Nc1cc2c3c(c1)CCC(=O)N3CCC2 | -8 | -4 | 4 | 7 | 23 | -7 | -12 | -7 | -2 | -39 | -1
Cc1ccc(-c2nc3cnccn3c2Nc2ccc3c(c2)OCO3)o1 | -34 | 1 | -6 | -7 | 16 | -8 | -24 | -45 | -2 | -4 | 2
Fc1ccccc1-c1n[nH]c(=S)n1Cc1ccccc1 | 3 | 6 | -11 | -2 | 5 | / | / | -3 | 0 | 12 | 4
Cc1ccc([C@H]2C[C@@H](n3cc(-c4ccc(F)cc4)nn3)[C@H](O)CN2CC2CCCCC2)cc1 | 17 | 2 | 6 | -23 | -5 | 0 | -12 | -5 | -3 | -1 | 1
CCC(C)N(C(=O)c1csnn1)C(C(=O)NC(C)(C)C)c1ccccc1 (centres undefined) | -20 | -1 | 0 | -5 | -11 | 9 | 21 | 13 | 2 | 8 | -5
COC(=O)[C@@H]1CCCN1C(=O)CCc1nnc(C2CCCCC2)o1 | -4 | 15 | 0 | -7 | -9 | -17 | -16 | -13 | -4 | -1 | 9
CCCNC(=O)C1(C)CCN(C(=O)c2cccnc2Oc2ccccc2)C1 (centres undefined) | 17 | 5 | 1 | / | 0 | 7 | -16 | 6 | -2 | -15 | /
COC(=O)[C@@]12CCCN1[C@H](c1ccc(-c3ccc(F)cc3)c(OC)c1)[C@H]1C(=O)N(C)C(=O)[C@H]12 | -2 | -13 | -4 | 3 | 8 | -11 | 4 | -5 | -9 | 6 | 6
COc1ccc(NC(=O)CN2CCC(C(=O)c3ccc(C)cc3)CC2)c(OC)c1 | -27 | 3 | -5 | -5 | -18 | -3 | -17 | 20 | 1 | -4 | -1
CCOC(=O)C1CCN(C(=O)c2ccc(C)c(S(=O)(=O)N3CCCC3)c2)CC1 | 1 | -25 | 1 | 0 | -12 | -14 | -22 | -22 | -30 | -41 | -11
CCN(CC)S(=O)(=O)c1cccc(NC(=O)c2cc(-c3cccs3)nn2-c2ccccc2)c1 | -1 | 17 | -24 | -2 | -2 | -22 | 20 | 11 | 2 | 7 | -3
COc1cc(/C=C/c2sc3ccccc3[n+]2CCCS(=O)(=O)[O-])ccc1O | 15 | 3 | -7 | 7 | 10 | 16 | -12 | 4 | 11 | -3 | 0
CN(C)CC/C=C1\c2ccccc2Sc2cc(F)c(Cl)cc21 | -25 | 10 | 10 | -2 | 2 | 19 | 13 | 3 | 0 | 8 | 3
O=C(C1CC1)N1CCc2[nH]c3ccccc3c2C1 | 2 | -3 | 4 | 15 | -4 | 0 | -16 | 2 | 3 | -9 | 3
O=S(=O)(c1ccccc1)C1(S(=O)(=O)c2ccccc2)CCCC1 | -11 | -9 | 3 | -2 | -25 | 8 | -25 | -9 | -11 | -18 | -5
Cc1cccc(C)c1NC(=O)CN1CCN(CC(=O)NCC2(N3CCCCC3)CCCCC2)CC1 | 2 | 2 | -3 | -7 | 3 | -1 | -14 | -3 | -8 | -14 | 1
COCCn1c(C)cc(C(=O)CSc2n[nH]c(N)n2)c1C | -5 | -18 | 1 | -4 | -25 | -20 | -28 | 2 | 16 | -16 | 11
Cc1ccc2cc(C(c3nnnn3Cc3ccccc3)N3CCN(c4ccccc4)CC3)c(=O)[nH]c2c1 (centres undefined) | -12 | -10 | 9 | 5 | 28 | -2 | -7 | -4 | -12 | 7 | 1
Cc1ccc(NC(=O)N2CCCC2C(=O)NCc2ccccc2Cl)cc1 (centres undefined) | -4 | 11 | 4 | -2 | 1 | 9 | -13 | 1 | -11 | -9 | -6
COc1cc(OC)c(OC)cc1/C=C1\CCC(C2CCCC2)C1=O (centres undefined) | -1 | 3 | 9 | 3 | 8 | 13 | 5 | 12 | 7 | -11 | -1
C/C(=N\OC(=O)c1cccc(C(F)(F)F)c1)c1sc(-c2ccccc2)nc1C | -15 | 3 | 1 | -20 | 5 | -4 | -47 | -33 | 12 | -34 | -13
COc1ccc(C2CC(C(F)(F)F)n3nc(C(=O)NCCN4CCOCC4)cc3N2)cc1 (centres undefined) | 3 | 7 | -13 | 4 | 6 | 0 | 1 | -3 | -15 | -6 | -4
O=C1NN(c2ccccc2)C(=O)/C1=C\c1ccc2c(c1)OCO2 | 2 | 2 | -4 | 4 | -2 | 1 | 7 | -43 | -10 | 10 | -2
O=C(CN1C(=O)c2ccccc2C1=O)Nc1cc(C(=O)O)cc(C(=O)O)c1 | -5 | -33 | -4 | -2 | 9 | -1 | -19 | 1 | -9 | -20 | -8
Clc1ccccc1-c1cc2nc(NCc3ccco3)ccn2n1 | -16 | -46 | 7 | / | -26 | -38 | -68 | -44 | -9 | -56 | /
CSCCNC(=O)C1(C)CCN1C(=O)C/C=C/c1ccccc1 (centres undefined) | -26 | -3 | -9 | / | -3 | 14 | -24 | 14 | -14 | 16 | /
Cc1cccc(NS(=O)(=O)c2ccc(C(=O)NCC(c3ccccc3)N(C)C)cc2)c1C (centres undefined) | 7 | 11 | 5 | 8 | -11 | 14 | 3 | 6 | 10 | -19 | 4
Cc1cc(S(=O)(=O)NC(C)C)ccc1OCC(=O)Nc1ccc2c(c1)OCCO2 | 12 | 17 | -8 | -1 | 16 | 2 | 18 | -20 | -4 | 2 | -10
COCCNC(=S)NNC(=O)CSCc1ccc(Cl)cc1Cl | -3 | 1 | -2 | -3 | 4 | 28 | -11 | -33 | 12 | -2 | -3
Cc1oc(-c2ccc(-c3ccccc3)cc2)nc1CN(CCO)C(C)C | 65* | -188 | 11 | -41 | -254 | -32 | -54 | -4 | 22 | -159 | 4
Cc1occc1C(=O)NCc1nc(-c2ccc(Cl)cc2)no1 | -3 | -9 | -2 | -1 | 6 | -13 | -2 | -20 | -10 | -7 | 4
